CAL PDZ FP-1 = blocks peptide binding to human CAL PDZ domain. purified CAL PDZ, TMR-peptide fluorescence polarization, 1 h. AID 504414. actives 0.02% (n = 330,000). Q9HD26. inhibition, % at 20 µM;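 active means highest replicate inhibition of at least 40%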;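 further: plate controls were DMSO neutral control wells for no effect and unlabeled competitor peptide control wells for full effect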
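material = purified tagged CAL PDZ domain construct (CerCALP) | buffer or medium = sodium phosphate/NaCl buffer pH 7.4 with TCEP, IgG, Thesit | reagent = TMR-labelled reporter peptide T*-PRC34 bound in PDZ groove | incubation = 1 h room-temperature incubation prior to read | measured by = fluorescence polarization (mP) | evaluation = percent inhibition from loss of millipolarization | control set = unlabelled peptide and DMSO controls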
Keap1-Nrf2 PPI = Keap1-Nrf2 (human) interaction inhibition | Q14145 | Keap1 Kelch-Nrf2 peptide fluorescence polarization, 1536-well | inhibition, % at 9.4 µM | actives 0.15% (n = 340,000) | AID 504523; in the data active means inhibition above about 12%;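 further: human Keap1 Kelch domain with fluorescein labeled Nrf2 9mer peptide probe; 0% = neutral control wells and 100% = peptide positive control; higher means more block of Keap1 binding to Nrf2 peptide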
Target sequence (Q14145 whole entry, looked up, the tested form may be a part): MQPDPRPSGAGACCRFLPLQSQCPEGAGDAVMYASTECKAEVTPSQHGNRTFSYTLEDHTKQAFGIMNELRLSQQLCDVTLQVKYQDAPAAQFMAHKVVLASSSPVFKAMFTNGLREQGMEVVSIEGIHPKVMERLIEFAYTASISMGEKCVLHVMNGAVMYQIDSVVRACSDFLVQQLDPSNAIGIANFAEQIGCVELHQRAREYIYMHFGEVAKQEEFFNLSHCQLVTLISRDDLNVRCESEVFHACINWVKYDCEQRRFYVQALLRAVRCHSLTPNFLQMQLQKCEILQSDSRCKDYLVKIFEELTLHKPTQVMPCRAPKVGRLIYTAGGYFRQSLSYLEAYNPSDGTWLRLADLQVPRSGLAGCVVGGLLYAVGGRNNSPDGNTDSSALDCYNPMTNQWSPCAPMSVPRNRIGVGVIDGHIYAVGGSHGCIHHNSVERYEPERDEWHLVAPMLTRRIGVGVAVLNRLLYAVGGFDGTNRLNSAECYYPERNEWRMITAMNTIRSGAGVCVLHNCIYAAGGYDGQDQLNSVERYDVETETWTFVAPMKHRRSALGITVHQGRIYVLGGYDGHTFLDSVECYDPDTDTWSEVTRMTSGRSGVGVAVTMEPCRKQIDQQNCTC
Pemphigus Ab inh = human desmoglein-3 autoantibody binding inhibition | P32926 | DSG3-coupled beads, scFv-anti-DSG3-GFP binding, flow cytometry; hits give low values | binding (percent of control), % at 10 µM | actives 0.48% (n = 310,000);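 active means binding more than 3 SD below its plate's average and above zero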;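 further: hits lower antibody fragment binding to DSG3; some compounds called inactive have numbers as strong as hits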
C-LANA FP = KSHV C-LANA DNA binding inhibition. MBP-C-LANA/FAM-LBS DNA binding, fluorescence polarization. AID 504423. inhibition, % at 9 µM. actives 0.078% (n = 340,000);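 active means highest replicate inhibition at or above 60% at 9 µM, even if other replicates fall short; inactive means all replicates below 60% inhibition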;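 further: 0% = neutral control wells and 100% = 4 µM acridine orange control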
Cardiac RTF inh = cardiac RTF calcium desensitization; inhibition, % at 7.15 µM; actives 0.12% (n = 340,000); IANBD-labeled cardiac RTF, Ca2+ fluorescence;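 active means inhibition above the mean inhibition of all tested compounds plus 3 SD, cut at about 17% in these data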;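 further: assay run at fixed EC70 calcium of 1.6 mM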
V-ATPase pHluor = alters yeast V-ATPase proton transport | S. cerevisiae, pHLuorin cytosolic pH fluorescence | response, % at 10 µM | actives 0.37% (n = 350,000) | AID 504577; in the data active means response mostly above about 7.3%, no sharp cut-off; inactive means mostly below about 5.4%; further: actives read high; inactives centre near 0; some compounds called inactive have numbers as strong as hits
NSD2 inh = inhibitors of human histone methyltransferase NSD2 | NSD2 peptide methylation, AlphaScreen, 120 min | AID 743445 | actives 0.54% (n = 310,000) | inhibition, % at 12.5 µM; in the data active means inhibition above about 50%
Arrestin-AP2 inh = human beta-arrestin and AP2 interaction inhibition; FITC-arrestin peptide / GST-AP2 beads, flow cytometry; AP2 beta2 appendage carries R879A mutation; inhibition, % at 10 µM; actives 0.31% (n = 340,000); AID 504490;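 active means inhibition above a set limit, near 3 SD of compounds lacking own fluorescence, cut at about 54% in these data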;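 further: plate controls were DMSO wells for no effect and 5 µM unlabelled arrestin peptide for full effect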
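System: GST-tagged AP2 beta2-adaptin appendage (R879A) on 4 µm glutathione beads / Reagent: FITC-arrestin peptide, 50 nM / Detection: HyperCyt-sampled flow cytometry, FL1 channel, ex 488/em 535 nm / Timing: 12 min plus 1 h, RT / Buffer or medium: PBS plus Tween 20 (0.05%) and BSA (0.1%)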
CAL PDZ FP-2 = blocks peptide binding to the human CAL PDZ domain. purified CAL PDZ, TMR-peptide fluorescence polarization, 1 h. AID 602252. actives 0.92% (n = 300,000). inhibition, % at 24.9 µM;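 active means mean inhibition of at least 30% with at least half of replicates also reaching 30%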;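 further: 0% = DMSO neutral control and 100% = excess unlabeled competitor peptide PRC23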
DAGLB inhibitor = diacylglycerol lipase beta (human) inhibition; inhibition, % at 5.17 µM; HEK293T DAGLB membrane lysate, EnzChek fluorogenic substrate; actives 0.059% (n = 340,000); in the data active means inhibition above about 34%;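 further: 0% = enzyme with vehicle and 100% = wells lacking enzyme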
Starred values were filed as active, the others as inactive; x = no result given; & = joins results of further samples.

SMILES	CAL PDZ FP-1	Keap1-Nrf2 PPI	Pemphigus Ab inh	C-LANA FP	Cardiac RTF inh	V-ATPase pHluor	NSD2 inh	Arrestin-AP2 inh	CAL PDZ FP-2	DAGLB inhibitor
CCOC(=O)/C(C#N)=C/c1ccc(N2CCN(C)CC2)cc1	-0.3	-3	112	0.3	-2	-3	14	-5	-2	1
OC(COCC1COc2ccccc2O1)CN1CCN(c2ccccn2)CC1 (centres undefined)	-0.4&0.0	-6&-1	117&109	-2.2&0.6	-1&-2	0&3	-3	-9&-8	-2	2&-3
CCOC(=O)c1ccccc1-c1csc(NS(=O)(=O)c2ccc(Cl)cc2)n1	-3.0	2	101	0.8	-4	-1	16	-5	-3	21
Cc1ccc(S(=O)(=O)N2CCCCC2)cc1NS(=O)(=O)c1ccccc1F	-0.3	-1	123	3.0	4	3	-3	-2	-8	1
Cc1cc(C)nc(SCc2nnc(SCC(=O)Nc3nc(-c4ccccc4)cs3)n2C)n1	0.2	-1	100	-4.8	2	-1	-3	-3	-1	2
Cc1ccc(N(C)S(=O)(=O)c2cccc(C(=O)NNC(=O)c3ccncc3)c2)cc1	-0.6	-3	x	27	0	1	-1	0	-3	-2
Cc1ccc(N(C(=O)c2csnn2)C(C(=O)NC2CCCC2)c2ccccn2)cc1 (centres undefined)	-2.1	-1	115	0.9	-3	3	-4	-7	-1	-3
COc1ccc(-c2[nH]ncc2CN2CCCC(C(=O)c3ccc(OC)cc3OC)C2)cc1 (centres undefined)	-4.0	-4	100	-2.9	-6	-1	-2	14	-3	-2
N/C(=N\OC(=O)Nc1ccc(Cl)cc1)c1ncc(C(F)(F)F)cc1Cl	x	0	101	-0.6	-15	0	-6	-2	-4	-4
C[C@]12c3[nH]c4ccc(Cl)cc4c3CCN1C(=O)[C@@H](CC(=O)NCCCn1ccnc1)C[C@@H]2C(=O)N1CCOCC1	-0.1	-5	96	0.0	-5	-1	x	3	-4	1
CCN(C[C@H]1N[C@@](CC)(C(=O)OC)[C@H]2C(=O)N(C)C(=O)[C@@H]12)C(=O)c1ccccc1	-1.2	-7	97	-1.1	-3	0	x	8	-2	0
CCN(c1cccc(C)c1)S(=O)(=O)c1nnc(NC(=O)c2ccco2)s1	0.4	1	105	2.3	-9	-4	0	-2	2	6
CCCCNC(=O)CNC(=S)N(Cc1ccccc1)Cc1cccs1	-0.5	0	105	2.5	-6	4	x	8	2	-2
COc1cccc(C(=O)NC2CCN(CC(=O)NCc3ccccc3OC)CC2)c1	1.1	-5	x	6.6	-2	0	0	13	-1	-1
Oc1ccc(NCc2cccc(OCc3ccccc3)c2)cc1	1.3	-2	100	-2.3	2	-1	13	15	-8	7

Gathered by group, the compounds so far with a halogen (four)
SMILES	CAL PDZ FP-1	Keap1-Nrf2 PPI	Pemphigus Ab inh	C-LANA FP	Cardiac RTF inh	V-ATPase pHluor	NSD2 inh	Arrestin-AP2 inh	CAL PDZ FP-2	DAGLB inhibitor
CCOC(=O)c1ccccc1-c1csc(NS(=O)(=O)c2ccc(Cl)cc2)n1	-3.0	2	101	0.8	-4	-1	16	-5	-3	21
Cc1ccc(S(=O)(=O)N2CCCCC2)cc1NS(=O)(=O)c1ccccc1F	-0.3	-1	123	3.0	4	3	-3	-2	-8	1
N/C(=N\OC(=O)Nc1ccc(Cl)cc1)c1ncc(C(F)(F)F)cc1Cl	x	0	101	-0.6	-15	0	-6	-2	-4	-4
C[C@]12c3[nH]c4ccc(Cl)cc4c3CCN1C(=O)[C@@H](CC(=O)NCCCn1ccnc1)C[C@@H]2C(=O)N1CCOCC1	-0.1	-5	96	0.0	-5	-1	x	3	-4	1

The list goes on:
SMILES	CAL PDZ FP-1	Keap1-Nrf2 PPI	Pemphigus Ab inh	C-LANA FP	Cardiac RTF inh	V-ATPase pHluor	NSD2 inh	Arrestin-AP2 inh	CAL PDZ FP-2	DAGLB inhibitor
O=C(CC(c1ccccc1)c1ccccc1O)NCCc1ccccc1 (centres undefined)	0.5	1	108	-0.8	4	-2	-1	36	-2	-6
c1csc(-c2noc(CN3CCOCC3)n2)c1	0.3	1	x	1.1	-5	-2	-3	6	-7	-2
O=C1CN2NC(=S)N(c3ccccc3)C2=CN1c1ccc(Cl)cc1	-0.9	0	99	-0.4	3	-1	-1	12	115*	0
C=CCN1C=C2C(=O)C(C)(OC(=O)c3cccs3)C(=O)C=C2C=C1CCCC(=O)OC (centres undefined)	0.0	4	103	0.6	4	1	x	10	2	-1
COc1ccc(C(=O)NCC(=O)OCCCOC(=O)CNC(=O)c2ccc(OC)c(OC)c2)cc1OC	0.3	-1	106	0.0	-13	3	0	-11	0	-1
COCCn1c(-c2ccccc2Cl)nc2c(c(=O)c3ccccc3n2C)c1=O	-2.9	-3	95	3.8	-5	2	2	-8	-2	3
CCCCNc1nc2c(-c3ccccc3)nnn2c2ccccc12	-1.2	-1	95	-1.2	-7	-5	-5	5	2	-2
C[C@@H]1CCC[C@]2(O[C@H](CCO)C[C@H](O)[C@H]2O)O1	0.3	4	100	6.1	-19	2	x	-2	13	0
CCOc1ccc(NC(=O)N2CCCC2C(=O)NCC2CCCO2)cc1 (centres undefined)	-1.5	-2	87	0.4	6	-7	-2	9	-1	-1
CCOC(=O)c1c(CN2CCN(C)CC2)oc2ccc(OC)cc12	-0.5	2	103	1.1	-10	4	1	9	0	-3
CCOC(=O)N1Cc2cc3ccccc3nc2C1	x	x	108	x	x	-2	-1	x	x	-4
Cc1ccc(-n2[nH]c(C)c(C=NCc3ccncc3)c2=O)cc1	-0.1	-3	101	-2.1	-4	0	2	17	8	3
CC1CCC2(CC1)NC(=O)N(CC(=O)NCc1ccc(F)cc1)C2=O (centres undefined)	-0.5	-1	102	0.4	2	-1	-2	31	-1	-3
CC(C)CN1C2CCCC1CC(NC(=O)c1ccc([N+](=O)[O-])cc1)C2 (centres undefined)	1.0	-1	104	0.3	-7	-1	8	4	3	0
Cc1ccc(S(=O)(=O)CCC(=O)N2CCN(c3ccccc3F)CC2)cc1	0.1	1	103	0.7	-6	0	1	-6	1	0
Cc1nn(Cc2ccccc2)c(Cl)c1C(=O)OC(C)C#N (centres undefined)	2.6	4	x	1.3	-2	-4	-10	-23	-5	-5
c1ccc(-c2cc(-c3nc(-c4ccccn4)no3)c3ccccc3n2)cc1	-1.3	-4	100	-1.2	7	3	1	0	-1	-3
O=C(c1ccc([N+](=O)[O-])cc1)N(Cc1cccs1)C1CCS(=O)(=O)C1 (centres undefined)	-0.4	-2	103	0.0	-2	0	-1	-7	-1	0
CC(C)(C)n1nnnc1CN1CCSCC1	-1.2	-1	102	-0.2	4	-2	-3	25	2	-2
CC(=O)NC(c1ccc(Cl)cc1Cl)c1ccc2cccnc2c1O (centres undefined)	-1.4	-1	100	-3.3	2	1	1	-21	-1	11
COc1ccc(NC(=O)CCCOc2ccc(Cl)c(C)c2)cc1S(=O)(=O)N1CCOCC1	-3.1	-2	90	1.5	-10	2	2	3	1	-6
COc1cc(Cl)c(C)cc1NC(=O)CSc1cc(Cl)ccc1Cl	-0.6	0	124	1.5	-19	1	4	-4	-2	-2
CC(C)[C@H](NC(=O)N1CCn2c1nc1ccccc12)C(=O)N[C@@H](C(=O)O)c1ccccc1	-0.2	-1	100	1.2	-4	2	x	-3	-2	-3
O=C(NNC(=O)C12CC3CC(CC(C3)C1)C2)c1ccccn1	0.6	3	107	-1.1	3	-1	-9	9	x	1
CCOC(=O)C1CCCN(C(=S)Nc2cccc(Cl)c2)C1 (centres undefined)	0.3	4	108	-0.1	-42	2	-1	-3	-2	0
COC(=O)CNC(=O)C1Cc2ccccc2CN1S(=O)(=O)c1cccs1 (centres undefined)	-2.9	3	97	-0.6	-5	4	x	-1	4	-1
Cc1cc(C)n(CC(O)COCc2ccccc2)n1 (centres undefined)	-1.2	-1	99	0.4	-9	5	-1	6	-4	-2
NS(=O)(=O)c1ccc(NC(=O)N2c3ccccc3Sc3ccccc32)cc1	-1.4	-5	103	1.2	-12	7	0	5	-5	-1
CCCCNC(=O)C1c2ccccc2C(=O)N(c2ccc(OC)cc2)C1c1ccc(OC)cc1 (centres undefined)	-1.1	-4	x	4.0	14	-3	-2	21	-2	-4
COc1ccc(CNS(=O)(=O)c2ccc(-n3cnnn3)c(C)c2)cc1	-1.6	-4	103	1.7	0	6	2	-7	-2	0

Brought forward from above: 2 compounds; new compounds follow.
SMILES	CAL PDZ FP-1	Keap1-Nrf2 PPI	Pemphigus Ab inh	C-LANA FP	Cardiac RTF inh	V-ATPase pHluor	NSD2 inh	Arrestin-AP2 inh	CAL PDZ FP-2	DAGLB inhibitor
CCCCNC(=O)C1c2ccccc2C(=O)N(c2ccc(OC)cc2)C1c1ccc(OC)cc1 (centres undefined)	-1.1	-4	x	4.0	14	-3	-2	21	-2	-4
COc1ccc(CNS(=O)(=O)c2ccc(-n3cnnn3)c(C)c2)cc1	-1.6	-4	103	1.7	0	6	2	-7	-2	0
Cc1cc(NC(=O)Cn2cnc3sccc3c2=O)no1	-0.5	-1	83	1.6	3	-2	-2	13	5	0
CCCCOC(=O)Nc1ccc(C(N)=O)cc1	-0.6	1	98	-1.1	4	2	-1	-2	-1	-1
CCOC(=O)CNC(=O)c1cnc(Nc2ccccc2OC)c2ccccc12	x	6	109	-1.9	-1	-4	-12	-18	-13	2
O=c1[nH]c(COc2ccc(Br)cc2Cl)nc2ccccc12	-2.2	-5	94	-1.9	-5	-4	3	52	1	-1
CSc1ccccc1OCc1cc(C(=O)NCc2cnc(C)cn2)no1	-2.2	3	112	-0.3	-7	-2	-4	-6	-1	1
CN(C)c1ccc(NC(=O)CC2NCCNC2=O)cc1 (centres undefined)	-0.9	-1	98	0.6	-10	-1	-1	12	-1	1
O=C(COC(=O)CC(c1ccccc1)c1ccccc1)NCc1ccccc1	-2.3	1	108	-0.4	-9	-1	-4	0	1	-2
O=C(CCSc1nnc(-c2ccncc2)o1)Nc1ccccc1	-1.2	6	104	-1.3	2	4	-7	44	-3	0
CCN(CC)CCN(Cc1cc2cccc(C)c2[nH]c1=O)C(=S)Nc1ccccc1	-2.8	-2	x	-1.9	-9	-4	10	-2	-3	0

Bioassay records: PubChem, several laboratories

The list is partial; count on the stated rates, not on these rows.
